Screening results: PubChem BioAssay, National Center for Advancing Translational Sciences (NCATS)
Pf Dd2 inh – Plasmodium falciparum Dd2 growth inhibition. P. falciparum Dd2 growth, SYBR Green, 72 h. Potency, µM (series often up to 28.9 µM), inactives show at the top dose activity, negative = inhibition, most hits filed as inhibitors. hit rate 4.3% among 120,000; active = well fitted inhibition curve with a large enough effect; inconclusive = small, poorly fitted or top-dose-only effect; inactive = no such curve, though single readings can be large or run the other way;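 also: plate controls were DMSO vehicle for no effect and reference drug for full effect; nearly all actives have a fitted effect of over 65% in size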
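Infected erythrocytes (Dd2, 0.3% parasitemia, 2.5% hematocrit final) are added to compound in RPMI-1640/Albumax II medium, grown 72 h at 37C in low oxygen, then lysed with saponin/Triton-X containing SYBR Green and read by fluorescence.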
The depositor's hits bear a star; i = inactive; ? = inconclusive; [ ] = remark or other dose. Potency is read from the fitted curve at half-maximal effect. Some of the compounds tested (hit frequency here may not be typical).

molecule	Pf Dd2 inh
COCC(=O)N1CCC(Oc2ccc(C(=O)N(C)C)cn2)CC1	i
COc1ccc2nc3oc(C(=O)N4CCN(c5cc(C)ccc5C)CC4)cc3cc2c1	0%
CN(C)[C@@H]1CN(C2CCSCC2)CC[C@@H]1CNC(=O)C1CC1	-21%
O=[N+]([O-])c1ccc(C(c2sc3nc(-c4ccco4)nn3c2O)N2CCC3(CC2)OCCO3)cc1 (stereo unspecified)	11%
CCOc1ccccc1CNC(=O)c1cn(-c2ccc(OC)cc2)c(=O)c2ccccc12	8.9µM*
Cc1[nH]cnc1CN1CCCC(c2[nH]ncc2Cc2ccccc2)C1 (stereo unspecified)	-5%
CCc1cc(=O)n(CC(=O)Nc2ccccc2OC)c(N2CCOCC2)n1	11µM*
COc1cccc(N2CC(C(=O)NCCCc3ccccc3)NC2=O)c1 (stereo unspecified)	i
COc1ccc(-c2nc(C)nc3c2CN([S+](=O)([O-])c2cccc(OC)c2)CC3)cc1	-7%
O=C1NCN(Cc2ccc(Cl)cc2)C12CCN(Cc1cccnc1)CC2	-19%
Cc1cc(C(=O)N2CCCCCCn3c(nnc3-c3ccc(F)cc3)CC2)nn1C	-23%
COCc1cc(C[C@@H]2CC[C@H](O)[C@@H](CN(C(=O)Nc3cccc(OC)c3)C(=O)Nc3cccc(OC)c3)O2)no1	?
COc1ncccc1-c1cn(C)c(=O)n2cc(CN3CC[S+](=O)([O-])CC3)nc12	-2%[44.1 µM]
CC(C)OCCCNC(=O)C1CC(=O)N(c2n[nH]c3ccccc23)C1 (stereo unspecified)	18%
Cc1ncc2c(c1CNC(=O)CN1C(=O)NC(C)(C)C1=O)CCNC2	-9%
CC(NC(=O)c1ccc2c(c1)CCN2S(=O)(=O)c1ccccc1)c1ccccc1 (stereo unspecified)	-22%
COc1ccccc1-c1cccc(CN)c1	?
O=S(=O)(c1ccccc1)N1CCC(c2ccncc2)CC1	-11%
CC1(c2ccccc2)N(Cc2ccccc2)C(=O)OC12CCN(Cc1ccc(O)cc1)CC2 (stereo unspecified)	?
COCCNC(=O)c1ccc(OC2CCN(Cc3cnc(SC)nc3)CC2)c(Cl)c1	?
O=C(Nc1ccc(F)cc1)c1ccn2nccc2c1	-7%[44.1 µM]
COc1cccc(NC(=O)C2=C(C)C(=O)OC23CCN(C(C)=O)CC3)c1	11%
COc1ccccc1NC(=O)Nc1ccnn1C1CCN(C(=O)C(C)O)CC1 (stereo unspecified)	2%
CC(C)c1nc(-c2ccc(OC3CCN(C(=O)C4(c5ccccc5)CC4)C3)cc2)no1 (stereo unspecified)	-14%[5.79 µM]
Cc1ccc(N(CC(=O)NC(C)c2ccccc2)S(=O)(=O)c2c(C)noc2C)cc1 (stereo unspecified)	?
O=C1Nc2c(c(=O)[nH]c(=O)n2-c2ccccc2)C1(NS(=O)(=O)c1ccc(Cl)cc1)C(F)(F)F (stereo unspecified)	16%
O=C(c1ccc(Cl)nc1)N1CCC(c2nn(-c3ccc(Cl)cc3)c(=O)[nH]2)CC1	?
Cc1cnn(CC(=O)N2CCCCCCNC(=O)CC2)c1	20%
Cc1c(-c2ccccc2)[nH]c2c(CNC(=O)c3ccc(=O)n(C)n3)cc(Cl)cc12	-19%
CCOc1ccc2oc(=O)cc(CN3CCN(c4ccc(OC)cc4)CC3)c2c1	?
COc1ccc(-c2nc3sc(CCNC(=O)c4ccco4)c(C)n3n2)cc1	?
CN(Cc1ccccc1)c1nc2c(S(=O)(=O)c3ccccc3)nnn2c2ccsc12	-7%
C=CCN1CC2(CCC1=O)CCN(S(=O)(=O)c1ccc(F)cc1)CC2	-6%
COc1ccc(CCNC(=O)Cn2c(=O)n(-c3ccc(OC)c(OC)c3)c(=O)c3ccccc32)cc1OC	39%[activator]
O=C(c1ccc(Cl)cc1)N1CC2(CCN(CC3CC3)C2)OCc2ccccc21 (stereo unspecified)	?
COc1ccc(NC(=O)C2CCN(c3ccc(Sc4ccc(C)cc4)nn3)CC2)c(OC)c1	10%
Cn1cc(CN2CCC3(CC2)COc2ccccc2C(=O)N3)cn1	?
CC(C)c1cnc2c(c1SCC(=O)Nc1cccc([N+](=O)[O-])c1)c(=O)n(C)c(=O)n2C	-16%
CCCC(=O)NC1CCN(c2cnn(CC)c(=O)c2)CC1	14%
COc1cccc(NC(=O)C2CCN(c3nn4cc(-c5ccc(F)cc5)nc4s3)CC2)c1	i
CN(Cc1ccccc1)C(=O)CC1CCN(C(=O)CC2CCCC2)C1 (stereo unspecified)	i
O=C(Nc1ccc(C(F)(F)F)cc1)C(Cc1ccccc1)n1cccc1 (stereo unspecified)	14µM*
O=C(Nc1ccc(C(=O)N2CCN(c3ccc(Cl)cc3)CC2)cc1)c1nsc2ccccc12	-7%
Cc1cccc(OCC(=O)Nc2nnc(S(=O)(=O)N3CCc4ccccc43)s2)c1	-2%
CCCCOc1ccc(CNC(=O)C2CCCN(c3nnc(-n4c(C)ccc4C)s3)C2)cc1 (stereo unspecified)	i
Cc1ccc(C(=O)N2CCC3(CC2)C(=NC2CCCCC2)NC(=O)N3c2cccnc2)cc1	12%
CCOc1ccccc1CN1CCc2nc(N3CCN(C)CC3)ncc2C1	?
Cn1nccc1C(=O)N1CCCC(Cc2noc(-c3ccccn3)n2)C1 (stereo unspecified)	3%
C=CCN(C)C(=O)[C@H]1CN2CCC1C[C@@H]2Cn1cc(CNC)nn1 (stereo partly specified)	24%[44.1 µM]
CCOC(=O)CCCOc1cccn2c(=O)c(-c3cc(C)n(-c4ccccc4)n3)c(C)nc12	-5%
Cc1cc(C)c(CN2CCC3(Cc4ccccc4CNC3=O)C2)c(C)c1 (stereo unspecified)	?
O=C(NCCCN1CCOCC1)C1CCc2ncc(-c3ccsc3)n2C1 (stereo unspecified)	21%
CCc1noc(-c2ccn3c(CNC(=O)Cc4ccc(C)cc4)nnc3c2)n1	i
CNC(=O)[C@@H]1CN(C(=O)c2ccc3c(c2)OCO3)C[C@H]1c1n[nH]c(C)n1	-5%
CC(C)n1c(=N)c(C(=O)NCc2cccnc2)cc2c(=O)n3ccccc3nc21	10%
COCC(=O)N1CCCN(C(=O)C2CC2)c2ccccc21	10%

Next section:
molecule	Pf Dd2 inh
COc1ccc(OC)c(CN2CC[C@@H]3OCC(=O)N(Cc4c[nH]c5ccccc45)[C@H]3CC2)c1	i
Cc1cccc(N2CCN(C3(c4ccccc4)C(=O)c4ccccc4C3=O)CC2)c1C	?
Cc1ccc(C2Cn3nnc(C(=O)N4CCC(C(=O)NCC5CC5)CC4)c3CO2)cc1 (stereo unspecified)	-23%
COc1ccc(CN2C[C@@H](CO)[C@H](c3ccncc3)C2)c(OC)c1	?
O=C(c1nnn2c1COC(c1ccc(Cl)cc1)C2)N1CCN(C(=O)C2(c3ccccc3)CC2)CC1 (stereo unspecified)	?
Cc1ccc2nc(C3CCN(Cc4cccc(-c5ccsc5)c4)CC3)[nH]c(=O)c2c1	7%
O=C(NCc1nnc2n1C(C(=O)N1CCN(c3ncccn3)CC1)CC2)c1ccc(Cl)cc1Cl (stereo unspecified)	i
O=C(CN1CCOCC1)N[C@@H]1CCOC[C@H]1Oc1ccc(C(=O)O)cc1	-3%

(continued)
| compound | Pf Dd2 inh |
| --- | --- |
| CN1CCC(N2CCN(C(=O)C3CCOCC3)CC2)C1=O (stereo unspecified) | -2% |
| COc1ccc(CN2C[C@@H]3C[C@H]2C(=O)N(Cc2ccccn2)c2ccccc2O3)cc1 | ? |
| CCn1ncc(NC(=O)Cn2ncc3cc(-c4ccc(F)cc4F)ccc32)n1 | -21% |
| Cc1ccc(F)cc1-c1ccc(COc2ccc3c(cnn3CCC(=O)O)c2)cc1 | ? |
| COc1ccc(NC(=O)N[C@H]2C[C@@H](C(=O)N[C@H](Cc3c[nH]c4ccccc34)C(N)=O)N(C(C)=O)C2)cc1 | -4% |
| CNC(=O)[C@@H]1CN(C(=O)c2cc(C)no2)C[C@H]1COC | 8% |
| O=C(CSc1nc2ccccc2nc1Cc1ccc(Cl)cc1)N1CCN(c2ccccc2)CC1 | 78%[activator] |
| O=[S+]([O-])(c1ccccc1)N1CC2(COCCN(Cc3cc(F)ccc3F)C2)C1 | ? |
| Fc1ccc(-c2ccc(CNCCSc3nnnn3-c3ccccc3)o2)cc1Cl | 46%[activator] |
| O=[S+]([O-])(Nc1ccccc1)c1ccc2c(c1)OCCN(Cc1ccccc1F)C2 | ? |
| CC1CCC(NC(=O)c2ccc3c(c2)N(Cc2cccc(Cl)c2)C(=O)c2ccccc2S3=O)CC1 (stereo unspecified) | ? |
| COC(=O)C1=C(C)N(C(C)C)C(=O)C1(NC(=O)c1ccc(C(C)(C)C)cc1)C(F)(F)F (stereo unspecified) | 4% |
| COc1ccc(-c2nc3n(n2)C(c2cccc(C)c2)C(C(N)=O)=C(C)N3)cc1OC (stereo unspecified) | -10% |
| CSc1ccc(CCNC(=O)Cn2ncc3c(=O)oc4ccccc4c32)cc1 | -5% |
| COc1ccc(C(=O)N2CCN(c3cc(-c4cccs4)[nH]n3)CC2)cc1 | ? |
| COC(=O)c1ccc(C(=O)OC)c(NC(=O)c2ccc(-c3ccccc3)s2)c1 | 17% |
| O=C1NCCC[C@@H]1NC(=O)[C@H]1CN(C(=O)c2cccc(F)c2)CCN1C(=O)c1cccs1 | 0% |
| CCCc1ccc2oc(C(=O)N(C)CCC3CCCCO3)c(C)c2c1 (stereo unspecified) | 10µM* |
| O=C(CS(=O)(=O)c1cccc2nsnc12)NCc1ccccc1Cl | 48%[activator] |
| CCOC(=O)C1CCN(c2c(C(=O)c3ccc(C)cc3)cnc3ccc(F)cc23)CC1 | ? |
| CC(C)OCCCNC(=O)CSc1c2c(nc3ccc(Cl)cc13)CCCC2 | ? |
| CC1=C(c2ccc(C(C)C)cc2)S(=O)(=O)NC1=NCc1ccc(Cl)cc1 | 2% |
| COc1ccc(CN[C@H](C)c2onc(-c3ccc(F)cc3)c2C(=O)O)cc1 | -20%[44.1 µM] |
| O=C(Nc1ccccc1)N1CCC2(CC1)CC(N1CCOCC1)CCO2 (stereo unspecified) | ? |
| Cc1ccc(OCC(=O)Nc2nonc2-c2ccc(Br)cc2)cc1C | 70%[activator] |
| Cc1nc2c(c(-c3ccc(O)cc3)n1)CN(Cc1ccc(F)cc1)CC2 | -6% |
| Cn1cccc1CN1CCCC2(CC(c3cccc(C(F)(F)F)c3)=NO2)C1 (stereo unspecified) | i |
| Cc1cc2c(cc1S(=O)(=O)Nc1cccc(Cl)c1C)OCCN2C | 6% |
| COc1ccccc1CNC(=O)c1cc2c(N(C)Cc3ccccc3)nc(C)cn2n1 | ? |
| COCCCNC(=O)c1ccc2c(=O)n(Cc3ccc(OC)cc3)c(=O)[nH]c2c1 | -16% |
| CN(Cc1ccc(-c2ccccc2)cc1)C(=O)Cc1ccc(F)cc1 | -4%[44.1 µM] |
| COc1ccc(CN2C[C@H](O)C[C@H]2c2nc(-c3cccc([N+](=O)[O-])c3)no2)c(OC)c1OC | -13% |
| O=C(C1CCC1)N1CCN(C(=O)Cc2ccsc2)[C@H]2CS(=O)(=O)C[C@H]21 | -1% |
| Cc1ccc(NC(=O)Cn2c(=O)nc(-c3ccccc3F)c3cc(Cl)ccc32)c(Br)c1 | -1% |
| CN(C)CCCNC(=O)c1c(OCC2CC2)cc(=O)n2c1CCCCC2 | 25% |
| COC(=O)[C@@H]1Cc2nc[nH]c2CN1C(=O)c1ccccc1 | 10%[44.1 µM] |
| COc1cccc(CNC(=O)[C@@H]2C[C@@H](O)CN2C2CCN(C(=O)c3ccc(OC)cc3OC)CC2)c1 | i |
| O=C1CC(c2c(F)cccc2Cl)c2c(c3ccccc3oc2=O)O1 (stereo unspecified) | 53%[activator] |
| CCOc1ccc2c(c1)c(=O)c(C(=O)c1ccc3c(c1)OCO3)cn2Cc1cccc(F)c1 | ? |
| Clc1ccc(CNC[C@H]2Cn3c(-c4ccccc4)cnc3CO2)cc1 | -12%[44.1 µM] |
| O=C(c1ccccc1OCC1CCCN(C(=O)c2n[nH]c3ccccc23)C1)N1CCOCC1 (stereo unspecified) | -23% |
| Cc1ccc(S(=O)(=O)N2CCN(Cc3ccccc3Cl)CC2)cc1 | 30%[activator] |
| O=C(NCC1(c2ccccc2F)CCCC1)[C@H]1CCC[C@@H](O)C1 | -12% |
| CCc1cn[nH]c1C1CCCN(C(=O)c2cccnc2SC)C1 (stereo unspecified) | 2% |
| O=C(NC1CCCCC1)[C@@H]1C[C@@H](O)CN1C1CCN(C(=O)C2CCC2)CC1 | ? |
| CCCCNC(=O)c1noc(-c2ccc(C#N)cc2)n1 | i |
| COc1ncccc1-c1ncc2c(n1)OCCN(Cc1ccc(F)cc1F)C2=O | -24%[44.1 µM] |
